APJ agonist: activates the human apelin receptor APJ; 330,000 tested, 0.11% active; activation, % at 20 µM; CHO-K1 APJ PathHunter beta-arrestin, luminescence; 0% DMSO wells, 100% apelin;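 active = activation more than six SD over the plate average, tested at 20 µM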;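 note: 0% = DMSO alone and 100% = apelin-13 at 10 nM; some results filed as inactive read as strong as hits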
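Assay system: CHO-K1 APJ beta-arrestin complementation cell line / Compound: single test compound dose, 20 µM final, 1% DMSO / Times: overnight seeding, 90 min compound at 25 °C, 1 h detection / Technique: beta-gal luminescence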
NALP3 yeast inh: NALP3 inhibition in yeast. inhibition, % at 10 µM. Yeast reconstituted NLRP3/ASC/caspase-1, beta-gal luminescence, 24 h. 330,000 tested, 0.39% active. AID 2825;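 active = inhibition of 50% or more; inactive = inhibition below 50%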;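 note: plate controls were induced DMSO wells for no effect and uninduced yeast grown without galactose for full effect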
GRIN3A LBD mod: modulates the human NR3A ligand-binding domain; NR3A LBD differential scanning fluorimetry, Tm shift; 0% = protein alone, 100% = glycine-bound protein; Tm shift relative to glycine control, % at 25 µM; 340,000 tested, 2.5% active;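 active = melting temperature shift of at least 10% of the positive control shift, at one fixed dose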
tim23-1 inh: tim23-1 yeast growth inhibition; S. cerevisiae tim23-1 growth, BacTiter-Glo luminescence, 24 h; inhibition, % at 20 µM; 330,000 tested, 1.3% active; AID 463212;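 active = growth inhibition of the mutant yeast at or above 50%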;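 note: temperature-sensitive mutant grown at 25 °C; plate controls were DMSO-treated mutant yeast for no effect and medium wells lacking yeast for full effect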
tim10-1 inh: tim10-1 yeast growth inhibition | S. cerevisiae tim10-1 ts strain growth, BacTiter-Glo, 24 h | inhibition, % at 20 µM | 330,000 tested, 2.2% active | AID 463190;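 active = inhibition of at least 40%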;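 note: mutant grown at 25 °C; 0% = DMSO wells with yeast and 100% = wells holding no yeast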
UPR CHOP act: apoptotic UPR (CHOP) activation; activation, % at 10 µM; 330,000 tested, 0.34% active; CHO-CHOP luciferase reporter, luminescence; percent of tunicamycin response over DMSO baseline; AID 449763;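 active = at 10 µM dose, activation of 40% or more, normalized to positive control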;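 note: 100% = tunicamycin at 10 µg/mL and 0% = DMSO alone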
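Evaluation: % reporter activation, DMSO baseline versus tunicamycin full activation; System: CHO-CHOP luciferase reporter cell line; Input: 500 cells/well; Incubation: 6 h compound treatment, 37 °C; Measured by: Steady-Glo luciferase luminescence; Dosing: one dose, 10 µM in 0.5% DMSO; Buffer or medium: F12 medium, 10% FBS; Benchmarks: positive tunicamycin 10 µg/mL, negative DMSO alone.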
XBP1 UPR activ: adaptive UPR (XBP1) activation; CHO-XBP1 luciferase reporter, IRE1-XBP1 UPR activation, luminescence; percent of tunicamycin response, DMSO as zero; activation, % at 20 µM; 330,000 tested, 0.33% active; AID 463104;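 active = versus positive control, 20 µM dose yields 30% or more activation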;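 note: 100% = tunicamycin at 10 µg/mL and 0% = DMSO only wells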
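Material: CHO-XBP1 cells stably carrying IRE1-XBP1-driven luciferase reporter | Medium: F12 with 10% serum | Compound dosing: 20 µM single concentration, DMSO 1% | Incubation: Overnight seeding at 37 °C, 6 h compound treatment at 37 °C | Detection: Steady-Glo luminescence read | Read-out basis: % activation of reporter signal versus tunicamycin and DMSO controls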
TIM10 inh: inhibits growth of TIM10 yeast strain | inhibition, % at 10 µM | AID 463195 | 330,000 tested, 1.4% active | S. cerevisiae TIM10 strain growth, BacTiter-Glo luminescence, 24 h;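 active = inhibition of 40% or more at the single tested concentration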;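 note: wild-type TIM10 isogenic control strain grown at permissive 25 °C; 0% = DMSO yeast wells and 100% = minimal medium wells without yeast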
Mdm2-MdmX inh: human Mdm2/MdmX binding inhibition | AID 485346 | inhibition, % at 8 µM | 330,000 tested, 3% active | SaOS-2 split-luciferase Mdm2/MdmX complementation, luminescence;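 active = inhibition of at least 50% at 8 µM in the primary screen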
Target sequence (O15151 whole entry, looked up): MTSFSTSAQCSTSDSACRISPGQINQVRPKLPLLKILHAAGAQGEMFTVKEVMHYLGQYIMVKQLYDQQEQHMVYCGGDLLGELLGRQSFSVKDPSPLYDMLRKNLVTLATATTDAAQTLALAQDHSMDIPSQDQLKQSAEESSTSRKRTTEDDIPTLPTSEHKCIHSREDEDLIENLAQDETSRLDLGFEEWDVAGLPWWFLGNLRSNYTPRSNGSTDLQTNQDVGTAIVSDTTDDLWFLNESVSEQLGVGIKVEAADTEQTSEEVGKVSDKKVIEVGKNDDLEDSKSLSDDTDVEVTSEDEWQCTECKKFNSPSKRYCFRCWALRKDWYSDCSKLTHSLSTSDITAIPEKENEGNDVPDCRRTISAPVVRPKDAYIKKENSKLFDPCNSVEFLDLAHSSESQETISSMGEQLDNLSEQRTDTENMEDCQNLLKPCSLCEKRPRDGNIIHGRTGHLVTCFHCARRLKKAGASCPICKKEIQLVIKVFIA
Target sequence (Q00987 whole entry, looked up): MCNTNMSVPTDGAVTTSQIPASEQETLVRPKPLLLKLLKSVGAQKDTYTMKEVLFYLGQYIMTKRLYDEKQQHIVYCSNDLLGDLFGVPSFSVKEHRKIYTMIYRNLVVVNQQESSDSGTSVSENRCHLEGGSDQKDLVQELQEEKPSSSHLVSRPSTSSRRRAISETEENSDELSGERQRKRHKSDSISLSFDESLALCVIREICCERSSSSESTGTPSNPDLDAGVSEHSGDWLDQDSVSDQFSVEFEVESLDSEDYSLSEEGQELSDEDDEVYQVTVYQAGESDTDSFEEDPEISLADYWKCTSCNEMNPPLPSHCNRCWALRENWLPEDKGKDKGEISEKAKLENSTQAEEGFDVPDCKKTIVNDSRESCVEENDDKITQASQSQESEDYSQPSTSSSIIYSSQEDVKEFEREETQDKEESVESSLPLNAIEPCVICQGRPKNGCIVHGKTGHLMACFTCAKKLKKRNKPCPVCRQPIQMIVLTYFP
An asterisk follows results filed as active; · = not tested or not shown.

cpd | compound | APJ agonist | NALP3 yeast inh | GRIN3A LBD mod | tim23-1 inh | tim10-1 inh | UPR CHOP act | XBP1 UPR activ | TIM10 inh | Mdm2-MdmX inh
1 | CC(=O)C1C(c2ccc(F)cc2)C2C(C)=NN=C2CC1(C)O (stereo not drawn) | 0 | -12 | -1 | 3 | 9 | -0.3 | 4 | 12 | 32
2 | CCOC(=O)Cc1nn[nH]n1 | -2 | 18 | -1 | 0 | -5 | -0.1 | -2 | -15 | 26
3 | CCOC(=O)Cc1csc(SCC(=O)Nc2oc(C)c3c(C)n[nH]c(=O)c23)n1 | -5 | 13 | 2 | -4 | -2 | 0.8 | -1 | -4 | 20
4 | Cc1cc(C(=O)NNC(=O)Nc2cccc(C(F)(F)F)c2)no1 | -2 | 9 | 0 | -2 | -21 | -1.5 | -2 | -14 | 22
5 | CCOC(=O)c1c(/N=C/C2C(=O)CCCC2=O)sc2c1CCCC2 | 1 | 12 | -4 | 38 | 25 | 0.2 | 2 | 6 | 13
6 | O=C(CN1C(=O)NC2(CCCC2)C1=O)NNC(=O)c1ccccc1F | -3 | 10 | 1 | 1 | -4 | 0.2 | -3 | 13 | 5
7 | O=C(c1ccccc1)N1CCC2(CC1)NCCc1[nH]cnc12 | 2 | -5 | 3 | 2 | -13 | 1.4 | -4 | 17 | 10
8 | CCc1nnc(NS(=O)(=O)c2ccc(NC(=S)NC(=O)c3cccnc3)cc2)s1 | -4 | -6 | 0 | 3 | -5 | -1.3 | -1 | 11 | -10
9 | COc1ccc(OC)c(NC(=O)CCCN2C(=O)C3C4C=CC(C4)C3C2=O)c1 (stereo not drawn) | -4 | 5 | 1 | -9 | 22 | 0.0 | -1 | -19 | -22
10 | CCC(=O)N/N=C(\C)CC(=O)Nc1ccc(Cl)cc1 | -3 | 4 | 1 | 6 | -6 | -0.9 | 0 | 9 | -4
11 | O=c1[nH]cc(-c2ccccc2)c(=O)[nH]1 | -4 | -3 | 6 | 12 | -9 | 1.1 | -3 | 7 | -22
12 | CCC1=NN(C(=O)CCc2ccccc2)C(O)(C(F)(F)F)C1 (stereo not drawn) | -3 | -7 | · | 11 | -11 | -2.2 | -2 | -13 | 12
13 | Cc1cccc(NC(=O)Cc2cccs2)n1 | 3 | 11 | -1 | 26 | 9 | -0.4 | 3 | 3 | 12
14 | Cc1nn(C)c(Sc2ccccc2N)c1[N+](=O)[O-] | 8 | 21 | 3 | 10 | 8 | 3.7 | 2 | 17 | 8
15 | O=S(=O)(c1ccccc1)c1cnc(-c2ccccc2)nc1N1CCCCC1 | -4 | 26 | 0 | 17 | -6 | -1.2 | -5 | 4 | 33
16 | COc1ccccc1-[n+]1c(C)cc(/C=C2\Sc3ccccc3N2C)cc1C | -6 | 37 | 2 | 70* | 57* | 13 | 2 | 75* | 82*
17 | N#Cc1ccc(C(c2nnnn2C2CCCC2)N2CCC(Cc3ccccc3)CC2)cc1 (stereo not drawn) | -6 | -19 | -2 | 25 | 35 | 0.3 | -1 | 19 | 7
18 | Cc1[nH]c(=S)c(C#N)c2c1CCCC2 | -1 | 7 | 3 | 2 | 14 | -0.6 | -3 | 8 | -9
19 | CSc1ccc(/C=C(\C#N)C(=O)Nc2cccc(C)c2)cc1 | 4 | 24 | -2 | 22 | 31 | 7.2 | 0 | 27 | -24
20 | Cc1ccc(NC(=O)/C(=C/c2cccc([N+](=O)[O-])c2)NC(=O)C2CCCCC2)cc1 | -2 | -14 | -22 | -3 | 7 | -2.5 | -5 | 3 | 15

Compound profiles, from the list above. Screens in order: APJ agonist, NALP3 yeast inh, GRIN3A LBD mod, tim23-1 inh, tim10-1 inh, UPR CHOP act, XBP1 UPR activ, TIM10 inh, Mdm2-MdmX inh
O=S(=O)(c1ccccc1)c1cnc(-c2ccccc2)nc1N1CCCCC1 reads -4, 26, 0, 17, -6, -1.2, -5, 4, 33
Cc1ccc(NC(=O)/C(=C/c2cccc([N+](=O)[O-])c2)NC(=O)C2CCCCC2)cc1 reads -2, -14, -22, -3, 7, -2.5, -5, 3, 15
N#Cc1ccc(C(c2nnnn2C2CCCC2)N2CCC(Cc3ccccc3)CC2)cc1 (stereo not drawn) reads -6, -19, -2, 25, 35, 0.3, -1, 19, 7
CSc1ccc(/C=C(\C#N)C(=O)Nc2cccc(C)c2)cc1 reads 4, 24, -2, 22, 31, 7.2, 0, 27, -24

Next part.
cpd | compound | APJ agonist | NALP3 yeast inh | GRIN3A LBD mod | tim23-1 inh | tim10-1 inh | UPR CHOP act | XBP1 UPR activ | TIM10 inh | Mdm2-MdmX inh
21 | COc1ccc(NC(=O)CSCC(=O)Nc2ccccc2N2CCCC2)cc1 | 12 | 16 | 0 | 17 | 2 | 0.0 | -1 | 10 | -9
22 | COc1ccc(N=C2SC(C(=O)Nc3ccc(F)cc3)CC(=O)N2C)cc1 (stereo not drawn) | 0 | 4 | 2 | 8 | 31 | -0.1 | -4 | 19 | 15
23 | CCOC(=O)c1cc(-c2ccco2)nc2c1c(C)nn2-c1ccccc1 | -4 | 2 | 1 | 7 | 25 | 2.2 | 1 | 28 | 4
24 | COc1ccc(CCNCC(O)COc2cccc(Br)c2)cc1OC (stereo not drawn) | -6 | 1 | -1 | -5 | -8 | -2.6 | -1 | -2 | 5
25 | NC(=O)c1cn(-c2ccccc2)nc1-c1cccnc1 | -1 | 8 | -1 | 6 | 8 | 0.0 | 2 | -8 | 15
26 | COC(=O)CC1=NN(c2ccc(OC)cc2)C(=O)/C1=C\c1ccc(Cl)cc1 | 0 | 10 | -3 | 14 | 26 | 1.9 | 0 | 22 | -13
27 | Cc1ccc(CC(=O)NCCCn2ccnc2)cc1 | -2 | 2 | 2 | -20 | 5 | -1.0 | 4 | -18 | 18
28 | Cc1cc(C(=O)N/N=C/c2cccn2C)no1 | -1 | 7 | 0 | 13 | 7 | 6.1 | 3 | 1 | -12
29 | O=C(C1CCCN(Cc2ccncc2)C1)N1CCc2ccccc2C1 (stereo not drawn) | 0 | 8 | -1 | -6 | -20 | -0.7 | 0 | -27 | 9
30 | COC(=O)c1c(-c2ccccc2OC)sc2ccc(OC)cc12 | -5 | 7 | 1 | 35 | 27 | -0.5 | -2 | 16 | 30
31 | N#CC1(Cc2ccc(Cl)cc2)c2ccccc2C=CN1C(=O)c1ccccc1 (stereo not drawn) | -6 | 0 | 1 | 13 | 20 | 1.2 | 2 | 10 | 14
32 | CCCCOc1ccccc1NC(=O)c1ccco1 | -4 | 11 | -1 | 11 | 10 | 0.0 | 3 | 1 | -5
33 | COc1ccc(CN2CCN(CC(O)Cn3c4ccccc4c4ccccc43)CC2)cc1 (stereo not drawn) | 2 | 38 | 0 | -60 | -18 | -0.6 | 4 | -21 | 66*
34 | COc1ccc(NS(=O)(=O)c2ccc(Cl)s2)cn1 | 3 | 7 | 4 | 2 | 8 | 1.0 | -2 | 17 | -11
35 | CN(C)Cc1c(O)ccc2c(-c3ccccc3)cc(=O)oc12 | -1 | 1 | -1 | 7 | 11 | 2.0 | -5 | -5 | 19
36 | COc1ccc(N2CCN(CCCNC(=O)C(=O)c3c(C)n(C)c4ccccc34)CC2)cc1 | 0 | 14 | 0 | 8 | -7 | -0.9 | -2 | -3 | 13
37 | O=Cc1ccc(OCc2nnsc2Cl)cc1 | -4 | 21 | -3 | 7 | 2 | 0.4 | -4 | 12 | 0
38 | C/C(=N\NC(=O)C1(C)CC1(Br)Br)c1ccc(C)cc1C (stereo not drawn) | 4 | 4 | 4 | 29 | 16 | 2.7 | -2 | 10 | 12
39 | O=C(c1ccc(C(F)(F)F)cc1)C1CCCN(C(=O)CCc2ccncc2)C1 (stereo not drawn) | -3 | 19 | -3 | 10 | 12 | -1.4 | -4 | 13 | 10
40 | Cc1ccc(C(=O)OCC(=O)Nc2ccc3[nH]c(=O)[nH]c3c2)o1 | -2 | 19 | 0 | -12 | -8 | -1.1 | -2 | -6 | 10
41 | O=C(NC(=S)NCC1CCCO1)c1ccccc1[N+](=O)[O-] (stereo not drawn) | -2 | 5 | 1 | 0 | -5 | -0.5 | -5 | -1 | 7
42 | CC(=O)Nc1ccc(N2C(=O)c3cccc4c(O)ccc(c34)C2=O)cc1 | 3 | 5 | 2 | 6 | 12 | 2.5 | -7 | 4 | 7
43 | Cc1ccc(OCCNC(=O)Cc2ccc(S(=O)(=O)N3CCOCC3)s2)cc1 | 10 | -3 | 1 | 16 | 23 | -0.5 | -6 | 21 | 4
44 | CC(=O)c1cccc(NC(=O)COC(=O)COc2ccccc2C)c1 | -2 | 16 | -1 | 19 | 8 | -3.1 | 0 | 7 | 10
45 | COCCN1Cc2cccc(C(=O)N3CCN(c4ccccc4)CC3)c2C1=O | 0 | 5 | 2 | 7 | 4 | 0.6 | 1 | 3 | 10
46 | CC1(C)Cc2c(cnn2-c2ccc(F)cc2)C(NC(=O)CCn2cncn2)C1 (stereo not drawn) | -4 | 8 | 4 | 20 | 11 | 4.1 | 1 | 5 | 26
47 | CC(=O)Nc1ccc(NC(=O)CSc2nc3ccccc3c(=O)n2CCCN2CCOCC2)cc1 | -4 | 5 | 1 | 14 | 7 | -0.4 | -2 | -4 | 5
48 | O=Cc1cn(-c2ccccc2)nc1-c1cccnc1 | 8 | 38 | -1 | 62* | 28 | 0.5 | -3 | 40 | -13
49 | CCCSc1nc(C)cc(C)c1C(N)=O | 1 | -1 | -2 | 1 | 1 | 5.4 | 2 | -4 | 1
50 | COc1ccc(S(=O)(=O)Nc2ccc(Cc3ccncc3)cc2)cc1OC | 3 | 20 | -1 | 3 | -12 | 1.7 | 0 | 8 | 11
51 | COc1ccc(Cn2c(=O)sc3ccccc32)cc1 | -4 | 11 | 2 | 1 | 14 | 0.0 | 1 | 18 | 18
52 | Cc1c(Cc2ccccc2)sc(/N=C/c2c(O)ccc3ccccc23)c1C(N)=O | 2 | -27 | 12* | 37 | 17 | 0.2 | -6 | 21 | 34
53 | CC(c1ccccc1)n1cc(C(=O)NCC2COc3ccccc3O2)nn1 (stereo not drawn) | -3 | -2 | 0 | -17 | 8 | 1.1 | 0 | -8 | 9
54 | COC(=O)c1cc(=O)n(-c2ccc(F)cc2)c(=Nc2ccc(F)cc2)s1 | -1 | -8 | -7 | 67* | 56* | 26 | 14 | 54* | 42
55 | CCOC(=O)Cn1c2ccc(F)cc2c2nc(C)sc21 | -1 | -23 | 0 | 3 | 13 | 0.4 | 0 | -2 | -10
56 | COC(=O)c1c(N)sc(Cc2ccccc2)c1C | -7 | 16 | 0 | 26 | 19 | -1.9 | 3 | 5 | 12
57 | Clc1cccc(NCc2nnc(SCc3ccccc3)o2)c1 | 1 | 25 | -16 | 21 | 29 | -0.7 | 2 | 11 | -12
58 | COc1cccc(CN(C)C(=O)c2ccc(OCC(=O)N3CCOCC3)c(OC)c2)c1 | -5 | 22 | 0 | -1 | -12 | -0.2 | -3 | 0 | 9
59 | C=CCNCCOCCOc1ccc(C)cc1[N+](=O)[O-] | -5 | 9 | 0 | 4 | -1 | -1.7 | 0 | -4 | -4
60 | Cc1cccc(NC(=O)CCNS(=O)(=O)c2cc(Br)cnc2N)c1C | 4 | 5 | 4 | 16 | 14 | 0.9 | -8 | -3 | 3

Assay outcomes (PubChem BioAssay)
